# Screening results as filed in PubChem.
# CAL PDZ FP-1: blocks peptide binding to the human CAL PDZ domain; purified CAL PDZ, TMR-peptide fluorescence polarization, 1 h; inhibition, % at 24.9 µM; hit rate 0.92% among 300,000; AID 602252;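 active = mean inhibition of at least 30% with at least half of replicates also reaching 30%; inconclusive = no clear call, values can overlap the other calls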;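 note: 0% = DMSO neutral control and 100% = excess unlabeled competitor peptide PRC23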
# SR-BI HDL uptake: blocks mouse SR-BI lipid uptake from DiI-HDL | ldlA[mSR-BI] CHO cells, DiI-HDL uptake fluorescence, 3 h | inhibition, % at 12.5 µM | hit rate 0.96% among 320,000 | AID 488896;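 active = mean replicate inhibition of at least 70% and a set share of replicates each scoring 70 or more; inconclusive = meets just one of the two criteria; inactive = fails both criteria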;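 note: 0% = median of neutral control wells and 100% = median of positive control wells; values of inactives mirror those of a sister screen read the other way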
# Target sequence (Q61009 whole entry, looked up): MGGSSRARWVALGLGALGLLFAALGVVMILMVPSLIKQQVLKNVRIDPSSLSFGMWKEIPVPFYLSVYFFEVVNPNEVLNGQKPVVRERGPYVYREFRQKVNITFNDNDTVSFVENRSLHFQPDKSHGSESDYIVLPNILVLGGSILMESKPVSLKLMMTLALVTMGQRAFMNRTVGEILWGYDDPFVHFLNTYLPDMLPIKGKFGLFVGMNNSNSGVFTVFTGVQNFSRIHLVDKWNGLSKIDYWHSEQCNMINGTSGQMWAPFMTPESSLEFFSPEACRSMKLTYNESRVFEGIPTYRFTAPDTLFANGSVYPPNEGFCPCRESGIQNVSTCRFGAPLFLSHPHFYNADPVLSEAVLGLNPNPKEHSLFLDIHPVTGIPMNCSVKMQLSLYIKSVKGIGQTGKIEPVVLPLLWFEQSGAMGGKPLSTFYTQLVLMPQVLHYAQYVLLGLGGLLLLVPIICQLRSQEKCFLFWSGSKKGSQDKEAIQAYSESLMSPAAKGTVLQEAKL
# Tat export inh: blocks Tat-dependent protein export in E. coli; inhibition, % at 10 µM; hit rate 0.036% among 340,000; AID 488895; E. coli MC4100 TorA-mCherry Tat export, fluorescence;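 active = mean replicate inhibition at least 50% and at least half of replicates individually reaching 50%; inconclusive = only one of the two criteria met; inactive = neither criterion met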;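 note: exported cargo escapes ClpAP degradation while cytoplasmic cargo is degraded and loses fluorescence; 0% = median of neutral control wells and 100% = median of NaSCN control wells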
# SR-BI DiI-HDL act: SR-BI HDL lipid transfer activation; CHO ldlA[mSR-BI] cells, DiI-HDL uptake fluorescence, 3 h; 100 = double the neutral-control signal; activation, % at 12.5 µM; hit rate 0.096% among 320,000; AID 504775;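 active = mean replicate activation of at least 60% and every replicate at or above 60%; inconclusive = mean or all-replicate condition met, but not both; inactive = mean below 60% and not all replicates reaching 60%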;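 note: 0% = median plate neutral-control signal and 100% = twice that signal; values of inactives mirror those of a sister screen read the other way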
#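 Test system: SR-BI-overexpressing, LDLR-lacking CHO cells; Also added: labelled HDL, 10 µg/mL; Measured by: bottom-read cell fluorescence after medium removal, ex 550/em 595 nm; Timing: 3 h uptake period with compound, 37 °C; Buffer or medium: F12, 0.5% BSA, 25 mM HEPES; Doses: single compound concentration, delivered by pin transfer.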
# Wnt bcat act: activates Wnt/beta-catenin signaling in a reporter cell assay | hit rate 1.2% among 300,000 | AID 743398 | activation, % at 9.35 µM | activator, plate reader; in the data active = activation above about 30%, passing the limit was not always enough; inconclusive = no clear call, values can overlap the other calls;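 note: 0% = neutral control wells and 100% = positive control wells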
# CAL PDZ FP-2: blocks peptide binding to human CAL PDZ domain | inhibition, % at 20 µM | hit rate 0.02% among 330,000 | Q9HD26 | AID 504414 | purified CAL PDZ, TMR-peptide fluorescence polarization, 1 h;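 active = highest replicate inhibition of at least 40%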;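 note: plate controls were DMSO neutral control wells for no effect and unlabeled competitor peptide control wells for full effect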
#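 Assay system – tagged CAL PDZ protein CerCALP, purified · Timing – 1 h at RT · Compound – single point, 20 µM · Measured by – fluorescence polarization from S- and P-plane intensities, G-factor corrected · Evaluation – inhibition from polarization loss · Probe or stimulus – TMR reporter peptide T*-PRC34 · Buffer or medium – pH 7.4 phosphate-saline buffer, reducing agent, detergent, IgG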
# MITF TRPM1 HTS: activators of MITF-driven TRPM1 promoter activity in SK-MEL-5 cells. hit rate 0.75% among 300,000. AID 588334. activation, % at 12.5 µM. SK-MEL-5 TRPM1-promoter luciferase, 24 h; % of positive control, neutral wells = 0;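 active = mean activation of at least 80% with every replicate also reaching 80%; inconclusive = mean reaches 80% but some replicate falls short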;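 note: 0% = neutral control wells and 100% = parthenolide positive control wells; values of inactives mirror those of a sister screen read the other way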
# phage Ecoli inh: E. coli growth loss with phage present; growth absorbance; inhibition, % at 11.9 µM; hit rate 0.26% among 360,000; in the data active = inhibition above about 11%
# E coli growth: counter-screen for AddAB inhibitors: E. coli growth inhibition; AID 449728; E. coli V3065 growth, OD600 absorbance, 18 h; inhibition, % at 11.9 µM; hit rate 0.27% among 330,000;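 active = inhibition above the campaign's mean inhibition across all tested compounds plus 3 SD, cut at about 9.9% in these data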;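 note: uninfected addAB+ strain grown without phage in ampicillin broth; 0% = DMSO wells and 100% = ciprofloxacin 0.95 µg/ml wells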
# AddAB inh: less growth of phage-infected E. coli with AddAB; E. coli expressing H. pylori AddAB, absorbance growth; inhibition, % at 11.9 µM; hit rate 0.29% among 330,000; in the data active = inhibition above about 12%;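 note: 0% = vehicle wells of infected cells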
# Starred values were filed as active, the others as inactive; u = inconclusive; x = no result given.
SMILES,CAL PDZ FP-1,SR-BI HDL uptake,Tat export inh,SR-BI DiI-HDL act,Wnt bcat act,CAL PDZ FP-2,MITF TRPM1 HTS,phage Ecoli inh,E coli growth,AddAB inh
CCOC(=O)N1CCc2c(sc(NC(=O)Cc3ccccc3)c2C(=O)c2ccc(OC)cc2)C1,-3,7,9,-7,1,-1.4,-8,-0.3,1.6,0.2
COc1ccc(CCNc2cc(N3CCN(C(=O)c4ccccc4OC)CC3)ccc2[N+](=O)[O-])cc1OC,-5,x,4,x,-1,-1.4,-77,-0.8,-1.1,-3.0
COc1ccc(NC(=O)COc2coc(CN3CCCc4ccccc43)cc2=O)cc1,-1,11,-13,-11,0,-1.5,1,1.0,0.2,0.5
CCOCc1c(C(=O)Nc2cc(OCC)c(N3CCOCC3)cc2OCC)oc2ccccc12,5,54,3,-54,0,0.5,-7,2.9,-0.6,-0.5
CCS(=O)(=O)N1CCCC(C(=O)c2ccc(OC)cc2C)C1 (centres undefined),-8,-8,1,8,-2,-1.1,1,2.3,-1.6,3.6
O=C(COC(=O)c1c[nH]c(=O)[nH]c1=O)Nc1ccccc1F,2,-19,-5,19,0,0.5,-6,0.5,0.4,-0.5
CCN(CC)CCOC(=O)C(Cc1cccc2ccccc12)CC1CCCO1 (centres undefined),9,-11,-18,11,-1,0.2,10,4.0,-0.7,-2.4
Fc1ccc(OCc2cc(-c3ccccc3)no2)cc1,-2,x,-5,x,30,-1.2,100*,1.8,1.9,2.4
Cc1cc(NO)nc(-c2ccc(Br)cc2)n1,-2,2,1,-2,x,-0.6,64,0.7,1.0,2.3
O=C(Cn1nc(C(=O)O)c2ccccc2c1=O)Nc1cccc(Br)c1,-4,x,-5,x,1,-0.8,6,2.6,1.8,2.0
O=C(N/N=C\c1c(O)ccc2ccccc12)c1ccc(Cn2cccn2)o1,1,63,20,-63,-10,0.7,-60,4.0,-2.6,-2.5
CCOc1ccc(-c2[nH]nc3c2C(c2cccnc2)C(C#N)=C(N)O3)cc1 (centres undefined),-4,-12,1,12,x,-0.8,0,4.2,0.7,-1.6
Cc1cc(C(F)(F)F)c(C#N)c(Sc2ccccc2)n1,-2,13,-3,-13,x,x,7,2.3,1.4,2.1
CCCS(=O)(=O)Nc1c(C(=O)OC)[nH]c2ccccc12,3,5,-2,-5,x,-0.7,-22,-2.8,0.8,3.9
CCn1nc(C)c(NS(=O)(=O)c2ccccc2)c1C,-1,-8,-6,8,x,0.1,-15,1.8,-0.1,-0.1
CN1CCc2c(sc3c2c(=O)n(-c2ccccc2)c2nnc(SCc4ccc(F)cc4)n32)C1,-3,x,-1,x,-1,-1.6,9,3.1,x,x
O=C(Nc1ccccc1)OC1CCS(=O)(=O)C1 (centres undefined),x,0,-9,0,-2,0.0,-15,2.5,1.6,2.8
CSc1nc(C=Nc2ccccc2Cl)c(O)n1Cc1cccc(Cl)c1,-6,-3,-7,3,-1,-1.3,7,1.2,-2.7,-0.4
C/C(=N/NC(=O)c1cccc(N2CCCC2=O)c1)c1ccc(Br)cc1,-4,6,-2,-6,1,0.0,8,2.1,-3.0,0.8
O=C(Cc1ccc(S(=O)(=O)N2CCCCC2)s1)Nc1ccc(F)cc1F,6,-2,-3,2,-4,0.4,11,4.0,-2.8,-2.6
Cc1cc(C)cc(-n2c(SCC(=O)NCc3ccc4c(c3)OCO4)nc3ccccc3c2=O)c1,2,-9,0,9,-2,-0.4,3,2.9,-0.7,2.2
CCOc1ccccc1Oc1coc2cc(OC)ccc2c1=O,-1,39,-3,-39,14,-2.6,35,3.5,2.1,2.2
Cc1ccc(SCC(=O)N/N=C/c2ccco2)cc1,-1,-24,4,24,2,-0.6,x,-2.0,0.3,2.8
F[B-](F)(F)COc1ccccc1,-2,-8,0,8,3,-1.1,2,3.1,x,x
C=CC1C(OC2OC(CO)C(O)C(O)C2O)OC=C(C(=O)OC)C1CC1CC(=O)CC(CC(=O)CCc2ccc(O)cc2)O1 (centres undefined),-1,-30,2,30,-2,0.2,-5,3.9,-0.2,2.9
CC(=O)N(CCN(C)C)c1nc2cc3c(cc2s1)OCCO3,-2,8,-5,x,6,-2.4,25,-0.5,2.5,6.6
CCOc1ccc(N(CC(=O)Nc2ccc(C)c(F)c2)C2=NC3CS(=O)(=O)CC3S2)cc1 (centres undefined),-1,-11,2,11,-1,-2.8,-7,0.6,0.4,-0.3
CC(NC(=O)c1ccc([N+](=O)[O-])cc1[N+](=O)[O-])c1ccc(-c2ccccc2)cc1 (centres undefined),-3,-9,u,9,5,-0.4,-18,3.5,-0.9,-1.5
CCN(CC)S(=O)(=O)c1ccc(NC2=NS(=O)(=O)c3ccccc32)cc1,-12,19,-9,-19,3,-1.6,-6,1.7,1.1,2.9
O=C(NC1CCN(C(=O)Nc2cccc(Cl)c2)CC1)C1CCCCC1,-3,9,0,-9,-3,-2.6,-1,-1.7,3.5,5.0
CC(=C/c1ccccc1)/C=N/Nc1nc(N2CCCCC2)nc(N2CCCCC2)n1,-2,12,-7,-12,-2,-0.7,-9,2.5,-1.1,0.4
CCOC(=O)C1CCN(C(=O)c2cccc(S(=O)(=O)N(CC)c3ccccc3)c2)CC1,-2,2,2,-2,3,0.6,0,1.4,-0.7,-0.7
O=C1C2CCCN2C(=O)N1CCCCN1CCN(c2ccc(F)cc2)CC1 (centres undefined),-2,-27,-8,27,-1,-0.6,-2,0.1,-0.5,1.7
CCN(CC)S(=O)(=O)c1ccc(NC2c3ccccc3C(=O)N2Cc2ccc3c(c2)OCO3)cc1 (centres undefined),0,12,4,-12,5,-1.4,17,2.9,-0.3,1.0
COc1cc([N+](=O)[O-])c2ncsc2c1,1,-35,-17,35,1,-0.6,7,2.6,0.4,2.0
COc1ccc(C2Nc3ccc4ccccc4c3-c3c2c(=O)oc2ccccc32)cc1 (centres undefined),-2,16,0,-16,x,-1.5,0,3.5,-3.0,1.6
CCCP(=O)(CCC)CCP(=O)(c1ccccc1)c1ccccc1,-3,x,-3,x,-3,0.8,-6,5.9,-1.3,-0.2
Cc1ccc2nc(N/C(=N/S(=O)(=O)c3cccs3)c3ccccc3Cl)sc2c1,-9,15,1,-15,1,-6.3,-13,0.0,0.1,1.9
CC(C)(C)c1ccc(/C=C2/SC(N3CCCC3)=NC2=O)cc1,-1,5,11,-5,0,-3.6,x,3.2,-1.9,0.4
COc1ccc(NC(=O)COc2ccccc2Cc2ccccc2)cc1S(N)(=O)=O,x,27,-5,-27,-5,-6.7,-11,0.7,0.6,0.3
Cc1occc(=O)c1OC(=O)Nc1ccc(Cl)c(Cl)c1,-4,-15,-2,15,12,-0.6,3,7.5,4.0,6.2
CC(=O)c1ccc(NC(=S)NCc2ccc(Cl)cc2Cl)cc1,-3,1,-10,-1,-3,-1.4,-8,11,6.3,9.9
COCCCNC(=O)c1c(NC(=O)c2cccs2)sc2c1CCCC2,x,49,0,-49,-7,0.9,x,2.5,-2.4,0.9
CCN(CC)c1ccc(S(=O)(=O)N2CCOCC2)cc1NC(=O)COC(=O)COc1ccccc1C,-8,-22,13,22,-2,-0.7,2,1.2,0.6,-0.8
O=C1c2cccc3c(O)ccc(c23)C(=O)N1c1ccc(Cl)cc1,-6,0,-10,0,0,0.5,-50,1.2,1.4,1.9
O=C(NCc1cccnc1)c1ccc(N2CCOCC2)c([N+](=O)[O-])c1,3,-23,-8,23,2,-0.2,-12,1.4,-0.3,1.0
CCN(CC)CCCN(C(=O)c1ccco1)c1nc(-c2ccc(C)cc2)cs1,-4,24,2,-24,0,20,1,2.5,-1.9,-0.8
Cc1ccc(O)c(C2=NNC(O)(C(F)(F)F)C2)c1 (centres undefined),2,8,12,-8,x,-1.3,3,4.6,0.6,0.2
CCN(CC)C(=O)Nc1cnc2ccccc2c1,-4,-2,0,2,x,-0.1,12,0.9,-1.9,-2.7
COc1ccc(N(CC(=O)N2CCN(c3ccc(F)cc3)CC2)S(=O)(=O)c2c(C)noc2C)cc1,-1,0,-2,0,-2,-1.8,0,2.9,1.6,2.0
COc1ccc(OC)c(-c2cc(C(=O)Nc3c(C)n(C)n(-c4ccccc4)c3=O)no2)c1,x,65,20,-65,x,-4.3,-17,1.6,0.1,1.6
CC(=O)OCC(=O)N1CCN(c2ccc([N+](=O)[O-])cc2)CC1,-5,-11,11,11,0,-0.1,6,0.1,-2.4,-0.1
O=C(CS(=O)(=O)c1cn(CC(=O)N2CCOCC2)c2ccccc12)NCc1ccc(F)cc1,-4,-5,20,5,3,-1.1,-10,1.1,-3.9,0.9
Cc1ccc(N(C(=O)c2csnn2)C(C(=O)NC2CCCCC2)c2ccco2)cc1 (centres undefined),-4,x,3,x,-6,-3.7,x,1.4,1.3,2.3
Cc1c(NC(=O)C(C)Sc2nc(N)cc(=O)[nH]2)c(=O)n(-c2ccccc2)n1C (centres undefined),-2,-3,-3,3,3,1.3,-4,-1.6,-4.4,1.8
COc1ccc(N=C2C(=S)N(c3ccc(OC)cc3)C(=NS(=O)(=O)c3ccccc3)N2c2ccccc2)cc1,2,10,-7,-10,68*,-1.7,9,1.7,x,x
CC(C)Oc1cccc(C(=O)C2CCCN(C(=O)c3ccccn3)C2)c1 (centres undefined),0,4,0,-4,-1,-1.3,-9,0.2,-1.7,2.9
CCCn1c(=O)c2ccccc2n2c(SCC(N)=O)nnc12,4,-15,-6,15,0,-0.8,3,-0.9,-2.1,1.4
Cc1cc(NC(=O)CN(C)CC(=O)Nc2ccc(F)c(F)c2F)no1,x,-10,-6,10,2,-0.5,0,1.0,0.9,-0.9
Nc1nncn1C(=O)c1cc(Br)ccc1Cl,1,-31,-7,31,15,-0.2,x,0.1,1.4,3.2
Cc1ccc2[nH]c3c(=O)n(CC(=O)N4CCN(C)CC4)ncc3c2c1,-1,-16,2,16,-1,-2.5,-17,2.1,-3.3,-0.9
COc1ccccc1N1C(=O)C2C(C(=O)c3ccccc3)=NN(c3ccccc3)C2C1=O (centres undefined),-3,x,0,x,0,-0.3,x,1.9,-1.2,1.8
